NPC1 prom act – NPC1 promoter activation; Huh7 NPC1 promoter luciferase reporter, 24 h; Potency, µM (series often up to 9.22 µM), for the others: at the top dose activation, actives largely listed as activators; 2.4% of 320,000 active;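 note: potency is the fitted concentration of half-maximal effect; % of control where 0% means no effect; nearly all actives have a fitted effect of over 60% in size; reporter is driven by a mutant NPC1 promoter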
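Compounds in DMSO were transferred onto Huh7 NPC1-luciferase reporter cells pre-incubated 2 h; after 24 h at 37 °C, Amplite reagent was dispensed and luminescence recorded 10 min later.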
BRCA1 expr act – activators of BRCA1 expression. 1.1% of 380,000 active. MCF7-BRCA1-FFLuc reporter, luminescence, 48 h; response scale: scaled: vehicle 0%, 10 µM genistein 100%. Potency, µM (top dose mostly 46.1 µM), without a hit: top-dose activation, actives largely listed as activators. AID 624202; note: potency is the fitted concentration of half-maximal effect; nearly all actives have a fitted effect of over 80% in size; some results filed as inactive show a strong effect at the top dose
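First, MCF7-BRCA1-FFLuc cells (2000/well) attach for 2 h; next, compounds are pin-added and incubated 48 h at 37 °C; finally, luciferase reagent is added and luminescence read after 15 min.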
ELG1 genotox – inducers of genotoxicity in HEK293T ELG1-luciferase cells. 1.3% of 330,000 active. Potency, µM (top dose mostly 46 µM), for the others: top-dose activity change, positive = activation, most hits filed as activators. AID 504466. HEK293T ELG1-luciferase reporter, luminescence, 16 h; note: potency is the fitted concentration of half-maximal effect; % of control where 0% means no effect; nearly all actives have a fitted effect of over 60% in size
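Quantitative HTS format in 1536-well plates. HEK293T ELG1-luciferase reporter cells receive test compound and are incubated 16 hr at 37 °C, 5% CO2; ONE-Glo added, 30 min room temperature, then luminescence read.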
RORg inh – ROR gamma (mouse) transcription inhibition; 5.4% of 310,000 active; P51450; Potency, µM (series often up to 53.6 µM), without a hit: at the top dose activity change, negative = inhibition, actives largely listed as inhibitors; Drosophila S2 Gal4-RORgamma UAS-luciferase reporter, 20 h; note: potency is the fitted concentration of half-maximal effect; % is set by controls: 0 for no effect and ±100 for the full control effect; nearly all actives have a fitted effect of over 60% in size
Target sequence (P51450 whole entry, looked up, the tested form may be a part): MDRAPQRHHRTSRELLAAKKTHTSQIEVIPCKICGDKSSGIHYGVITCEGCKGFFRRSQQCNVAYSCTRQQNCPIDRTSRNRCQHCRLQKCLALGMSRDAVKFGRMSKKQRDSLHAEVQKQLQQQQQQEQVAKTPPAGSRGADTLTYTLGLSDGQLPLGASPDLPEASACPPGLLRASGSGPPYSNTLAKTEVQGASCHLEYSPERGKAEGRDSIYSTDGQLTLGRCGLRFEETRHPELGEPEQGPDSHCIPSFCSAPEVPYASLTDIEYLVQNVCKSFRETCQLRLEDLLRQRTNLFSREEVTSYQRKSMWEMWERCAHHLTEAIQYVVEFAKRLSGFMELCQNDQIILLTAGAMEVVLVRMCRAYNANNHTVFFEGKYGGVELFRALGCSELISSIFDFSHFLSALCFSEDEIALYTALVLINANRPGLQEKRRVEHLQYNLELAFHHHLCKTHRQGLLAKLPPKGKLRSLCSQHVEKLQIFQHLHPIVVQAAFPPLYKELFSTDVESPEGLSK
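In this cell-based reporter format, copper sulfate (700 uM final) drives Gal4–ROR gamma fusion expression from a metallothionein promoter in Drosophila Schneider cells; compounds preincubated 1 hr, reporter read after 20 hr at ambient temperature.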
Rab9 promoter act – activates the Rab9 promoter. Huh7 Rab9 promoter-luciferase reporter, luminescence, 24 h. Potency, µM (series often up to 9.22 µM), for the others: at the highest dose activation, negative = inhibition, hits mostly activators. 2.8% of 320,000 active. AID 485297; note: potency is the fitted concentration of half-maximal effect; % of control where 0% means no effect; nearly all actives have a fitted effect of over 60% in size
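Using Huh7 cells stably transfected with Rab9 promoter–luciferase, compounds were incubated 24 h at 37 °C, 5% CO2; luciferase luminescence was read 10 min after reagent addition.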
PKM2 act – PKM2 (human) enzyme activation; P14618; purified PKM2, Kinase-Glo ATP luminescence, activation; response scale: 0% is enzyme alone, no compound; Potency, µM (top dose mostly 57.5 µM), for inactives: top-dose activation, actives largely listed as activators; 0.34% of 260,000 active; AID 1631; note: potency is the fitted concentration of half-maximal effect; % is set by controls: 0 for no effect and ±100 for the full control effect; nearly all actives have a fitted effect of over 55% in size
Target sequence (P14618 whole entry, looked up): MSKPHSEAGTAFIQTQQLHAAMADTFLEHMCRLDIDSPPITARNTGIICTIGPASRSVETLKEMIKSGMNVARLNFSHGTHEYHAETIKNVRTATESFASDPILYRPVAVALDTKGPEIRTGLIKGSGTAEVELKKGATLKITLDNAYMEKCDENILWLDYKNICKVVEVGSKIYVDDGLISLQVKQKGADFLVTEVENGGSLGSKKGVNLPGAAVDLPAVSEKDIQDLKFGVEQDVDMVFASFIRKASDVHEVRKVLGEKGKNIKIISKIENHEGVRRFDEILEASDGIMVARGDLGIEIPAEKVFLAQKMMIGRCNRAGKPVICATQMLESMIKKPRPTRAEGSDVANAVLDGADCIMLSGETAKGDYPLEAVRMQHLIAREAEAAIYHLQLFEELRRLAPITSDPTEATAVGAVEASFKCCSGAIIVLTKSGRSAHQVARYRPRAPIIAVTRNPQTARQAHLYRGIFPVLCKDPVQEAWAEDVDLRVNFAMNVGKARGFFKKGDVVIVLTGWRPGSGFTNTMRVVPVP
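hPK-M2, >95% pure; 0.1 mM ADP / 0.5 mM PEP final; imidazole pH7.2 buffer w/ 7 mM MgCl2, 50 mM KCl; 1 h RT; Kinase-Glo lum. Intermediate enzyme activity for dual inhibitor/activator qHTS.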
FLuc counter – inhibits or activates purified firefly luciferase, miR-21 counter-screen; P08659; purified FLuc, Km substrates, luminescence inhibition; Potency, µM (highest dose often 57.5 µM), without a hit: top-dose activity change, negative = inhibition, actives largely listed as inhibitors; 6.9% of 360,000 active; AID 588342;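 note: potency is the fitted concentration of half-maximal effect; plate controls were vehicle for no effect and reference inhibitor for full effect; nearly all actives have a fitted effect of over 55% in size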
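Biochemical qHTS of compounds, final roughly 60 µM downward over six points, against 10 nM purified firefly luciferase using Km concentrations of substrates (10 uM D-luciferin, 10 uM ATP) in Tris acetate pH 7.5 buffer; luminescence output.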
Menin MLL FP TR – displaces Texas Red mutant MLL peptide from human menin; O00255; Menin + Texas Red MLL mutant peptide, fluorescence polarization; Potency, µM (top dose mostly 61.6 µM), for the others: at the highest dose FP activity change, negative = inhibition, most hits filed as inhibitors; 0.23% of 270,000 active; AID 1768; active = well fitted inhibition curve with a large enough effect in the polarisation, with a control signal flat, not every such curve was filed as active; inconclusive = small, poorly fitted or top-dose-only effect, or effect the other way, or a change in a side signal; inactive = no such curve, though single readings can be large or run the other way; the % refers to the polarisation; note: potency is the fitted concentration of half-maximal effect; % of control where 0% means no effect; many of its hits are not listed in these tables
Giardia kill – Giardia lamblia killing. activity change, % at 7.66 µM, hits read low. Giardia lamblia trophozoite viability. 0.15% of 340,000 active; in the data active = activity change below about -80%; inconclusive = between about -30% and that limit;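 note: parasites exposed to compound for two days anaerobically before the ATP read; % is set by controls: 0 for no effect and ±100 for the full control effect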
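Giardia lamblia trophozoites (100 cells/well) were incubated with compounds for 48 h at 37 deg C under anaerobic conditions. Viability was read as ATP content by one-step luminescence after 15-30 min at room temperature.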
Gal4-VP16 FLuc – Gal4-VP16 reporter inhibition counter-screen | Potency, µM (top dose mostly 53.6 µM), without a hit: at the top dose activity, negative = inhibition, actives largely listed as inhibitors | AID 2546 | Drosophila S2 Gal4-VP16 UAS-luciferase, luminescence, 20 h | 3.5% of 310,000 active;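 note: Gal4-VP16 expression switched on by copper sulfate through the metallothionein promoter; potency is the fitted concentration of half-maximal effect; % is set by controls: 0 for no effect and ±100 for the full control effect; nearly all actives have a fitted effect of over 50% in size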
p53 reactivator – re-activators of mutant p53 | 0.063% of 320,000 active | Potency, µM (top dose mostly 92.2 µM), for the others: at the top dose activity change, positive = activation, actives largely listed as activators | AID 504706 | H1299 p53-A138V BP100-luciferase reporter, luminescence, 24 h; note: potency is the fitted concentration of half-maximal effect; % of control where 0% means no effect; nearly all actives have a fitted effect of over 45% in size
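H1299 (p53-null), stable ts p53-A138V + BP100-Luc; 1000 cells/well, Opti-MEM/10% FBS; cpd 4 pt, 1:5; 24 h, 37 deg C, 5% CO2; detection reagent 10 min RT; luminescence.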
* marks the source's active call; other numbers are inactive results; u = inconclusive; x = no result given; [ ] = dose if it differs, or a comment. Unless noted, calls come from the whole dose curve; as a rule, active = well fitted curve in the direction sought with a large enough effect; inconclusive = small, poorly fitted or top-dose-only effect, or another doubt; inactive = no such curve, though single readings can be large; an effect the other way counts as inactive or inconclusive. A portion of the library; count on the stated rates, not on these rows.

Values run as follows: FLuc counter	Gal4-VP16 FLuc	BRCA1 expr act	NPC1 prom act	Giardia kill	p53 reactivator	Menin MLL FP TR	PKM2 act	Rab9 promoter act	RORg inh	ELG1 genotox
1: COc1ccccc1NS(=O)(=O)c1cccc(NC(=O)c2ccc3ccccc3n2)c1
  u	u	-30%	-1%	8	16%	-13%	-1%	-2%	u	-13%
2: CC(=O)c1nc2ccccc2n1CCc1ccccc1
  6%	3%	-59%	8%	-17	5%	-6%	0%	-8%	-3%	-10%
3: O=S(=O)(c1ccc(-c2ccon2)s1)N1CCN(c2ccncc2)CC1
  0%	-1%	0%	1%	-4	-1%	x	-2%	0%	-2%	3%
4: Cc1cc(=O)oc2cc(OCC(=O)OCC(=O)N(CCC#N)c3ccccc3)ccc12
  -2%	10%	2%	-2%	12	-5%	-7%	7%	-4%	-28%	1%
5: O=C(CSC(=S)N1CCOCC1)c1cc(Br)cc(Br)c1O
  -15%	-16%	-36%	-2%	5	2%	u	-5%	7%	u	0%
6: COc1cc(NC(=O)c2cnn3c(C)cc(C)nc23)c(OC)cc1Cl
  1%	-5%[0.365 µM]	-4%	0%	24	1%	-1%	4%	-2%	40%	-1%
7: Cc1ccc(CN(c2ccc(C(=O)N3CCOCC3)cc2)S(C)(=O)=O)cc1
  7%	4%	3%	-7%	13	-1%	2%	0%	1%	12%	2%
8: CC(C)[C@H](NC(=O)[C@H](CC(=O)O)NC(=O)[C@H](CCCCN)NC(=O)[C@@H](N)CCCN=C(N)N)C(=O)N[C@@H](Cc1ccc(O)cc1)C(=O)O
  3%	-2%	x	0%	x	7%	0%	-1%	-3%	13%	-1%
9: Cc1ccc(C)c(NC(=O)[C@@H]2CCCN2S(=O)(=O)c2ccccc2F)c1
  5%	x	0%	-3%	-12	-10%	x	x	0%	x	-1%
10: COc1ccc(CCN2CC34C=CC(O3)C(C(=O)NCc3ccccc3)C4C2=O)cc1OC (configuration not stated)
  3%	0%	0%	1%	-1	13%	5%	-17%	3%	20%	1%
11: CN(C)S(=O)(=O)c1ccc(Cl)c(NC(=O)CN2C(=O)NC3(CCCC3)C2=O)c1
  1%	-9%	-19%	3%	8	2%	-1%	-6%	-2%	-1%	1%
12: Cc1ccc2nc(NC(=O)CSc3nc(=O)n(CCN(C)C)c4c3CCCC4)sc2c1
  0%	x	-6%	-3%	-1	u	x	x	-11%	x	4%
13: Cc1ccc(C2=NCN(c3ccc(C(=O)O)cc3)C(=S)N2)cc1
  u	-1%	x	u	x	-4%	2%	8%	u	1%	u
14: CCN(CC(=O)Nc1ccccc1C(F)(F)F)C(=O)CN1C(=O)NC2(CCCC2)C1=O
  1%	x	6%	0%	5	-4%	x	x	-4%	x	0%
15: Cc1ccc(N2NC(C)(c3cccs3)NC2=S)cc1 (configuration not stated)
  9.5µM*	6%	46%	4.5µM*	-11	u	u	10%	3.5µM*	-34%	u
16: CC[C@H]1c2[nH]c3ccccc3c2C[C@@H]2C(=O)N(c3ccc(F)cc3)C(=O)N21
  -4%	x	-13%	9%	8	-13%	x	x	-3%	x	16%
17: COc1cc(/C=N/Nc2ccc3ccccc3c2)ccc1OC(=O)c1ccco1
  u	4%	-32%	24%	-1	u	u	7%	20%	27%	u
18: Cc1ccc(O)c(C(=O)/C=C/c2ccc3c(c2)OCCCO3)c1
  5.4µM*	2%	7.1µM*	u	7	u	8%	-18%	u	0%	u
19: CCCn1c(SCC(=O)NCCc2ccc(Cl)cc2Cl)n[nH]c1=O
  -1%	-1%	-1%	0%	-3	-2%	-16%	3%	-1%	12%	1%
20: CCCCCc1c(O)c2ccccc2[nH]c1=O
  -8%	x	3%	-2%	-6	-1%	9%	-3%	2%	33%[0.365 µM]	-4%
21: CC(/C=N/N1CCN(c2ccccc2)CC1)=C\c1ccccc1
  -1%	4%	23%	u	5	7%	2%	-2%	27%	16%	2%
22: CC1=CC(=Nc2c(C)n(C)n(-c3ccccc3)c2=O)C=C(C)C1=O
  u	u	-33%	-2%	-12	u	-11%	-9%	-3%	u	-13%
23: CC(/C=N/NC(=O)c1nnn(-c2nonc2N)c1C(C)C)=C\c1ccco1
  5.4µM*	-13%	66%	-3%	4	17%	u	x	8%	32%	1%[9.26 µM]
24: CC(NC(=O)CSc1nnc(-c2cccnc2)n1N)c1ccccc1 (configuration not stated)
  -3%	-14%	-3%	2%	-5	-7%	-11%	-13%	2%	12%	0%
25: Cc1nn(CCCC(=O)Nc2cc(Oc3ccccc3)cc([N+](=O)[O-])c2)c(C)c1[N+](=O)[O-]
  1%	u	-61%	-1%	-12	-4%	u	0%	2%	2µM*	-4%
26: CCC1CCC(NC2CCCCNC2=O)CC1 (configuration not stated)
  4%[2.3 µM]	-1%	0%	-1%	1	-9%	-23%	-8%	0%	7%	-1%
27: Cc1ccc(CNC(=O)c2ccc(CN3CCOCC3)cc2)cc1
  -13%	7%	43%	9%	1	11%	-1%	-3%	-6%	11%	1%
28: FC(F)(F)c1cc(CCN2CCNC[C@H]2Cc2cccc3ccccc23)cc(C(F)(F)F)c1
  -3%	x	0%	-6%	-11	-19%	x	x	5%	x	-48%[inhibitor]
29: Cc1cc(C)c(OCC(=O)Nc2ccccn2)c([N+](=O)[O-])c1
  -16%	12%	18%	2%	2	16%	1%	-5%	-4%	18%	0%
30: CCOC(=O)c1c(NC(N)=O)nc2n1CCC2
  2%	-8%	-3%	-3%	2	2%	9%	0%	7%	-9%	24%
31: CC(=O)c1ccc(OCCNS(=O)(=O)c2ccc(-n3cnnn3)c(C)c2)cc1
  4%	u	-4%	0%	-11	1%	0%	4%	-13%	12%	-4%
32: Cc1ccc(NC(=O)N(C)c2ccccc2)cc1
  u	26%	96%	24%	-29	6%	-5%	x	26%	-12%	8%
33: COc1cccc(CC(=O)OCC(=O)NC(=O)c2ccc(OC(F)F)cc2)c1
  3%	x	-4%	0%	-8	-14%	x	x	2%	x	22%
34: Nc1ccc2nc(-c3ccc(N)c(Cl)c3)[nH]c2c1
  6µM*	u	4.5µM*	u	-27	u	u	-19%	2.8µM*	-38%	u
35: Cc1cccc(NC(=O)c2ccc(NCC3CCCO3)c([N+](=O)[O-])c2)n1 (configuration not stated)
  u	5%	u	u	3	6%	11%	-21%	u	30%	5%
36: COc1ccc(S(=O)(=O)N(CC(=O)NN=C2CCN(C)CC2)c2ccc(C)cc2)cc1OC
  5%	3%	36%	-4%	9	-5%	x	-1%	-5%	-6%	-2%
37: CCC(C)c1ccc(NC(=S)NCc2ccccn2)cc1 (configuration not stated)
  u	8.9µM*	29%	17%	-3	u	-8%	-22%	16%	2.5µM*	4%
38: CC(=O)Cn1ncc(N2CCCCC2)c(Cl)c1=O
  u	23%[10 µM]	16%	24%	-18	5%	-2%	0%	u	17%	u
39: Cn1nc(C(C)(C)C)c(NC(=O)c2ccc(F)cc2)c1C(C)(C)C
  7%	-4%	2%	-2%	18	4%	x	-1%	13%	7%	0%
40: CC(Oc1ccc(Cl)cc1)C(=O)N(C)CC(=O)Nc1ccc(N2CCOCC2)cc1 (configuration not stated)
  2%	-5%	5%	2%	-5	-5%	x	-1%	-1%	11%	-10%
41: CC1CN(C(=O)c2cc3c(=O)n4ccccc4nc3n2C)CC(C)O1 (configuration not stated)
  1%	3%	6%	-2%	31[activator]	10%	x	x	8%	-5%	2%
42: COc1cc(/C=N/N=C2/NC(=O)C(Cc3ccccc3)S2)ccc1O (configuration not stated)
  2.4µM*	u	-32%	7%	19	25%	u	3%	-2%	14µM*	25%
43: C=CCn1c(SC(CCO)C(=O)NCc2ccco2)nc2sc3c(c2c1=O)CCC3 (configuration not stated)
  -2%	5%	-6%	-4%	4	-15%	-19%	7%	-6%	24%	2%
44: CCSC1=N/C(=C\c2ccc(-c3ccccc3[N+](=O)[O-])o2)C(=O)S1
  -4%	-7%	-25%	-4%	0	9%	1%	-4%	2%	1%	-3%
45: COc1ccc(OCc2cc(C(=O)N3CCN(CC4CC4)CC3)no2)c(Cl)c1
  u	-10%	u	u	-4	u	-9%	x	u	15%	5%[9.26 µM]
46: COc1ccc(C(=O)N2CCN(c3ccccc3)CC2)cc1S(=O)(=O)N1CCOCC1
  -3%	0%	16%	-4%	-8	0%	-14%	-2%	9%	5%	6%
47: CC(C)N(C(=O)Cn1c(-c2ccccc2Cl)nc2ccccc21)c1ccccc1
  1%	17%	-19%	1%	-3	4%	-12%	-1%	1%	-19%	5%
48: O=C(NNC(=O)c1c(O)c2ccccc2[nH]c1=O)c1ccccc1
  -1%	-6%	4%	16%	u	14%	31%[activator]	-1%	14%	1%	0%
49: COCCC(=O)N1CCC(Oc2ccc(C(=O)NCCC3=CCCCC3)cc2)CC1
  -16%	-6%	1%	2%	36[activator]	5%	x	x	0%	7%	-6%

High-throughput results as filed in PubChem.
